Screening results: PubChem BioAssay, The Scripps Research Institute Molecular Screening Center
Luminol counter: luminol signal inhibition, Nox1 inhibitor counter-screen | HRP/luminol/H2O2 chemiluminescence counterscreen | inhibition, % at 6.7 µM | 0.4% of 16,000 active | AID 1823; also: reference of the scale not given here
TLR4-MyD88 inh: blocks binding of human TLR4 to MyD88; O00206; Cell-based TLR4-MyD88 binding inhibition assay; 0.06% of 16,000 active; inhibition, % at 10 µM; in the data active = inhibition above about 45%
S1P1 ag: S1P1 (human) receptor agonism; P21453; AID 1044; 1.5% of 16,000 active; S1P1 agonist cell-based reporter assay; activation, % at 4.5 µM; in the data active = activation above about 80%
NOTCH ag: agonists of NOTCH signaling | NOTCH signaling luciferase reporter cells, luminescence | activation, % at 2.5 µM | 0.4% of 15,000 active; in the data active = activation above about 2.2%
Nox1 inhibitor: inhibitors of human NADPH oxidase 1 (Nox1); 0.81% of 16,000 active; AID 1792; inhibition, % at 6.7 µM; HT29 cells, luminol chemiluminescence ROS
Target sequence (Q9Y5S8 whole entry, looked up): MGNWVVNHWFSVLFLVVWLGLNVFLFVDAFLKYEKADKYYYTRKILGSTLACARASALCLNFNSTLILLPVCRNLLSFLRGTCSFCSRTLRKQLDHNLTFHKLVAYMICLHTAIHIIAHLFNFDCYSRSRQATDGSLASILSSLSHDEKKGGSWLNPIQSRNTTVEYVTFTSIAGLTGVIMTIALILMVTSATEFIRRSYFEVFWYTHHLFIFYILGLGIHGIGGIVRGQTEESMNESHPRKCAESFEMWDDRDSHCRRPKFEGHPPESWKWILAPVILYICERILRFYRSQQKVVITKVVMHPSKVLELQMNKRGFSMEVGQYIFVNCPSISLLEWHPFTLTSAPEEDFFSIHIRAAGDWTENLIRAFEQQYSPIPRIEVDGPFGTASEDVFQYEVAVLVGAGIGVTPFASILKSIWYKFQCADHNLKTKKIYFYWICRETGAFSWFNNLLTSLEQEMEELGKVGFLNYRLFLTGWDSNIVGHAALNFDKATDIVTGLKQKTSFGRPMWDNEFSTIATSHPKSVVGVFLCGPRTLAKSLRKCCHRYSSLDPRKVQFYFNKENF
PME-1 Maybr inh: PME-1 (human) inhibition, Maybridge primary screen | Q9Y570 | recombinant PME-1, FP-Rh probe fluorescence polarization | inhibition, % at 9 µM | 0.5% of 16,000 active; in the data active = inhibition above about 30%
rat GALR2 agon: activates the rat galanin receptor 2. activation, % at 10 µM. O08726. 0.5% of 16,000 active. cell-based GALR2 agonist screen; in the data active = activation above about 15%
Target sequence (O08726 whole entry, looked up): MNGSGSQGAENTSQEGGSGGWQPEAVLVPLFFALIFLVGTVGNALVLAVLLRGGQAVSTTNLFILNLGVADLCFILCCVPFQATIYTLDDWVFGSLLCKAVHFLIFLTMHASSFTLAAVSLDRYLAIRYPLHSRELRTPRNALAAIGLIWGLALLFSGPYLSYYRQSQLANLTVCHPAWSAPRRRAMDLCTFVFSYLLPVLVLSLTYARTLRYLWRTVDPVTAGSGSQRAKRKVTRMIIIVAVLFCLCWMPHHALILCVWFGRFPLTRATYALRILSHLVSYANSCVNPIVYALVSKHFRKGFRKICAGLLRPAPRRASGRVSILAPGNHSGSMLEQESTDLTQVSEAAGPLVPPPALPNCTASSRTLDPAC
OPRK1 antag MB: antagonists of human kappa opioid receptor OPRK1, Maybridge library. P41145. OPRK1 cells, antagonist mode, fluorescence readout. 0.4% of 16,000 active. inhibition, % at 9 µM; in the data active = inhibition above about 50%
* marks the source's active call; other numbers are inactive results; . = not tested or not shown. Rule as the data show it, unless noted: active = inhibition above about 75%; inactive = the rest.

No.	molecule	Luminol counter	TLR4-MyD88 inh	S1P1 ag	NOTCH ag	Nox1 inhibitor	PME-1 Maybr inh	rat GALR2 agon	OPRK1 antag MB
1	Cc1c(S(=O)(=O)N2CCOCC2)ccc(Cl)c1F	4	2	-3	-1.3	-26	0	-10	-18
2	CCS(CC)=NS(=O)(=O)c1ccc([N+](=O)[O-])cc1	1	-3	1	-0.4	-21	0	-2	-12
3	c1ccc(NCCNc2ccccc2)cc1	3	-2	3	-0.7	-61	0	-7	-23
4	Cc1nc(S(=O)(=O)N2CCC(NC(=O)c3ccccc3)CC2)cn1C	0	3	1	0.5	-55	1	-5	12
5	O=C(O)CSc1cccc2cccc(Cl)c12	4	2	17	-0.1	-36	-1	-1	-1
6	Cc1c(C(=O)NCCSCc2ccc(F)cc2)cnn1-c1ccc(Cl)cc1	3	1	-23	0.3	-23	1	-7	18
7	FC(F)(F)c1cnc(NN=C2CCSCC2)c(Cl)c1	0	2	10	-0.8	-22	1	-3	-8
8	Cc1[nH]c2c(F)cc(F)cc2c(=O)c1I	0	5	-13	-0.4	-29	0	-3	-10
9	Cc1nn(-c2ccccc2)nc1CNS(=O)(=O)c1c(C)nn(C)c1C	-7	8	-13	-1.1	2	1	-6	6
10	COC(=O)c1sccc1Oc1ccc(Cl)cc1NC(=O)c1ccc(Cl)cc1	1	11	-16	.	-72	-10	-5	5
11	CSC(=NS(=O)(=O)c1ccc(C)cc1)SC	-6	13	13	-0.2	2	4	-4	-2
12	Nc1ccccc1C(=O)NCCc1ccccn1	0	8	-1	-0.8	-14	3	-2	6
13	O=S(=O)(NNc1c(Cl)cncc1Cl)c1ccc2c(c1)OCC2	-2	11	-5	-0.5	-9	-2	-7	2
14	O=S1(=O)CCN(CC2COc3ccccc3O2)CC1 (stereo unspecified)	-7	-2	-11	-0.8	-8	5	-6	-15
15	Cc1oc(C(N)=O)nc1-c1ccccc1	-1	4	3	-0.3	-51	2	-6	-2
16	Nc1ccc(C(=O)O)c2c(C(=O)O)cccc12	25	1	-5	0.5	29	49*	-8	38
17	CC1CN(C(=O)/C=C/c2cccc3ccccc23)CC(C)O1 (stereo unspecified)	-7	1	30	-0.6	-7	7	-5	-1
18	O=C1NC(=O)C(c2ccccc2)N1 (stereo unspecified)	-6	1	4	-0.3	13	2	-5	6
19	COc1ccc(OCCNC(=O)c2c(C)noc2-c2c(F)cccc2Cl)cc1	-7	-2	6	0.1	11	7	-8	-1
20	CCOC(=O)NNC(=O)NC	0	2	5	-1.0	-40	1	-6	-5
21	N/C(CCSc1ccc(Cl)cc1)=N\OC(=O)Nc1ccc(Cl)cc1	-4	-5	3	0.9	11	0	-2	-4
22	O=C(NC(COC(=O)OCc1ccccc1)C(=O)O)OCc1ccccc1 (stereo unspecified)	-9	-7	-4	-0.3	-11	6	-8	1
23	Nc1ccccc1C(=O)N/N=C/c1cccnc1	-1	0	-1	.	-34	-2	-6	4
24	Cc1onc(-c2c(F)cccc2Cl)c1C(=O)OCc1sccc1-n1c(C)ccc1C	-3	5	9	-0.1	5	2	-3	10
25	O=C(COc1ccc(SC(F)(F)F)cc1)NNS(=O)(=O)c1cc(Cl)ccc1Cl	-1	2	-20	-0.4	-67	3	-1	6
26	CC(C)CC(NC(=O)Cc1ccsc1)C(=O)NNS(=O)(=O)c1ccc(Cl)cc1 (stereo unspecified)	6	-3	2	.	-4	-8	-6	-11
27	COc1ccc(CCNC(=S)Nc2ccc(S(=O)(=O)N3CCCCC3)cc2)cc1OC	2	4	5	-0.5	-43	-9	-9	-5
28	COc1ccc(Cl)c(OC)c1C(=O)NC(=O)Nc1nc(C)nc(C)n1	-1	3	4	-0.2	-25	1	-7	1
29	O=C1/C(=C/c2ccc(Cl)cc2)CCc2ccccc21	0	17	2	-0.3	-25	6	-4	13
30	O=C(Nc1cccc2[nH]ccc12)C1CCCCC1	-9	-2	0	2.3*	-13	5	-6	11

Another view of some results above.
The line under a structure holds: Luminol counter | TLR4-MyD88 inh | S1P1 ag | NOTCH ag | Nox1 inhibitor | PME-1 Maybr inh | rat GALR2 agon | OPRK1 antag MB
23) Nc1ccccc1C(=O)N/N=C/c1cccnc1
→ -1 | 0 | -1 | . | -34 | -2 | -6 | 4
24) Cc1onc(-c2c(F)cccc2Cl)c1C(=O)OCc1sccc1-n1c(C)ccc1C
→ -3 | 5 | 9 | -0.1 | 5 | 2 | -3 | 10
25) O=C(COc1ccc(SC(F)(F)F)cc1)NNS(=O)(=O)c1cc(Cl)ccc1Cl
→ -1 | 2 | -20 | -0.4 | -67 | 3 | -1 | 6

(continued)
No.	molecule	Luminol counter	TLR4-MyD88 inh	S1P1 ag	NOTCH ag	Nox1 inhibitor	PME-1 Maybr inh	rat GALR2 agon	OPRK1 antag MB
31	Cc1nn(Cc2nn[nH]n2)c(C)c1Br	0	4	7	-0.3	-9	0	-6	6
32	Cc1nc(-c2ccc(/C(N)=N/OC(=O)c3c(F)cccc3Cl)cc2)cs1	4	3	57	-0.5	-47	-8	-8	5
33	Cn1cnc([N+](=O)[O-])c1Sc1ccc(C(F)(F)F)cn1	3	-4	2	-0.7	-88	0	35*	21
34	C#Cc1cccc(NC(=O)c2sc3nc4c(c(-c5cccs5)c3c2N)CCCC4)c1	2	-4	21	1.0	-14	-1	-2	65*
35	CCOC(=O)NC(=O)/C(=C/NCc1ccco1)C(=O)OCC	4	2	-7	-0.1	-44	1	-7	8
36	CC(C)(C)c1cc2nc(C(F)(F)F)cc(N3CCN(C(=O)c4ccccc4)CC3)n2n1	-3	3	1	-0.3	-3	4	-4	19
37	Cc1ccc(NC(=S)C(C#N)C(=O)Nc2ccccc2C)c(C)c1 (stereo unspecified)	-6	-7	14	-0.1	19	7	-8	8
38	Cc1nnsc1C(=O)N1CCN(c2ccccn2)CC1	-8	7	-4	-0.7	8	2	-3	7
39	Cc1cc(C)nc(NCN2C(=O)c3ccccc3C2=O)c1	-7	-8	-12	-0.2	-2	4	-6	-9
40	COc1ccc(CC2(O)CCC3(CC2)OCCO3)cc1	-26	-2	-6	-0.6	20	13	5	-3
41	Nc1nc2c(-c3ccc([N+](=O)[O-])cc3)nnn2c2ccccc12	1	2	7	-0.2	-20	2	-3	42
42	Cc1cc(/C=C(/C#N)S(C)(=O)=O)c2c(C)ccc(C(C)C)cc1-2	8	3	-30	-0.4	23	11	-6	5
43	COc1ccccc1N1CCN(CCCCNC(=S)Nc2cc(C)cc(C)c2)CC1	4	-4	-1	-0.9	-28	-1	-7	10
44	CCOC(=O)c1cc(CSc2n[nH]c(=O)n2-c2ccccc2)nn1C(C)(C)C	-8	-16	-34	-0.4	17	7	-2	-14
45	CC(C)(C)OC(=O)N1CCN(CCN=Cc2ccccc2)CC1	2	7	68	-0.4	-38	-3	-6	13
46	CC(O)c1ccccc1-c1ccccc1C(C)O (stereo unspecified)	-1	5	-21	-0.3	-25	-1	-7	9
47	O=[N+]([O-])/C=C/c1c2ccccc2cc2ccccc12	0	-20	24	-1.2	-46	-4	-9	72*
48	Cn1c(SCc2cc(=O)[nH]c(=O)[nH]2)nnc1C(F)(F)F	3	8	-6	-0.5	-59	0	-4	7
49	N#C/C(=C\c1cc(Cl)sc1Cl)S(=O)(=O)c1ccccc1	1	-4	14	-0.8	-25	-2	-6	4
50	O=S1(=O)CCC(S(=O)(=O)N2CCCCC2)C1 (stereo unspecified)	-5	5	-4	-0.2	6	6	-7	-87
51	COc1ccc(CC(C)=C(C#N)C#N)cc1OC	4	7	-10	0.2	-42	0	-3	25
52	CC(=O)c1cc([N+](=O)[O-])c(Sc2ccc(Cl)cc2)s1	4	-5	12	-1.1	-89	3	-3	37
53	O=C(CSc1nnc(-c2ccncc2)o1)c1ccc(-c2ccccc2)cc1	-3	-5	-13	-0.4	-11	-2	-5	12
54	CCOC(=O)c1cc(C#N)c(Sc2n[nH]c(C(C)(C)C)n2)nc1C(F)(F)F	0	1	1	-0.3	-14	1	-5	7
55	Cc1ccc(S(=O)(=O)OC2CO[C@H]3[C@@H]2OC[C@H]3OS(=O)(=O)c2ccc(C)cc2)cc1 (stereo partly specified)	-1	-4	22	-0.3	-26	4	-4	-13
56	N#Cc1cc([N+](=O)[O-])c(N2CCCC2)cc1N1CCCC1	23	11	-7	-0.6	-59	2	-6	-4
57	O=C(O)CSCC(=O)N1CCN(S(=O)(=O)c2cc(Cl)cc(Cl)c2)CC1	2	-3	-2	0.1	-26	-6	-3	-2
58	CSc1ccc(CNC(=O)c2ccc(Cl)cc2)s1	1	-7	-27	-0.5	14	-2	-5	3
59	CSc1[nH]c(=O)[nH]c(=O)c1C#N	3	14	4	-0.6	-78	-1	-5	10
60	Cc1cc(C(=O)O/N=C(\N)c2ccc(C(C)(C)C)cc2)no1	-6	7	90*	-0.1	23	6	-6	24

The list continues:
No.	molecule	Luminol counter	TLR4-MyD88 inh	S1P1 ag	NOTCH ag	Nox1 inhibitor	PME-1 Maybr inh	rat GALR2 agon	OPRK1 antag MB
61	O=c1oc2c3ccccc3c3oc(=O)sc3c2s1	5	50*	11	-0.2	-3	30	17*	14
62	c1ccc2sc(Cc3nc4ccccc4s3)nc2c1	4	19	16	-0.3	-44	13	-6	4
63	O=C1NC(=O)c2cc([N+](=O)[O-])c(Sc3c(Cl)cccc3Cl)cc21	-3	-8	16	-0.8	53	16	-8	4
64	CC(C)(C)OC(=O)N1CCN(c2ccc(NS(=O)(=O)c3ccc(Cl)cc3)cn2)CC1	8	13	31	-0.7	20	-4	-6	6
65	Cc1nc(-c2ccccn2)nc(N2CCOCC2)c1Cl	-8	6	6	-0.9	0	7	-3	-4
66	NC(CCc1ccccc1Cl)c1ccc2c(c1)OCCO2 (stereo unspecified)	-4	-1	-12	-0.8	-20	0	-6	7
67	Nc1c(C(=O)N/N=C/c2cccnc2)oc2nc(-c3ccccc3)cc(-c3ccco3)c12	4	-6	-14	-0.8	-57	0	-5	6
68	CCn1nc(C)cc1C(=O)OCC(=O)c1ccc(Cl)cc1	0	0	27	-0.2	-35	1	-6	-19
69	O=S(=O)(NCc1ccccn1)c1cc(OCC(F)(F)F)ccc1OCC(F)(F)F	-6	-7	1	0.1	6	5	-6	20
70	CS/C(=N/S(=O)(=O)c1c(C)noc1C)NNC(=O)Nc1ccc(Cl)cc1	11	-10	-12	-0.3	20	3	-2	1
71	N#Cc1ccc(-c2c(N)oc(-c3cccs3)c2C#N)cc1	1	-3	-2	-0.5	-48	-5	8	15
72	Nc1n[nH]c(=O)c2cc(-c3ccc(Cl)cc3)[nH]c(=O)c12	-2	.	-2	0.7	-42	-2	-6	21
73	O=C(COc1ccccc1)ON1C(=O)CCC1=O	2	-1	-10	.	-17	18	-8	-11
74	Cc1onc(-c2c(Cl)cccc2Cl)c1-c1nnc(NC(=O)c2ccco2)s1	1	-6	-3	2.2	-23	-5	-6	-24

A different layout for 4 compounds above:
69	O=S(=O)(NCc1ccccn1)c1cc(OCC(F)(F)F)ccc1OCC(F)(F)F
62	c1ccc2sc(Cc3nc4ccccc4s3)nc2c1
67	Nc1c(C(=O)N/N=C/c2cccnc2)oc2nc(-c3ccccc3)cc(-c3ccco3)c12
64	CC(C)(C)OC(=O)N1CCN(c2ccc(NS(=O)(=O)c3ccc(Cl)cc3)cn2)CC1
assay / entry | 69 | 62 | 67 | 64
Luminol counter | -6 | 4 | 4 | 8
TLR4-MyD88 inh | -7 | 19 | -6 | 13
S1P1 ag | 1 | 16 | -14 | 31
NOTCH ag | 0.1 | -0.3 | -0.8 | -0.7
Nox1 inhibitor | 6 | -44 | -57 | 20
PME-1 Maybr inh | 5 | 13 | 0 | -4
rat GALR2 agon | -6 | -6 | -5 | -6
OPRK1 antag MB | 20 | 4 | 6 | 6
